# C diff growth – blocks growth of Clostridium difficile; Clostridium difficile clinical isolate growth, OD600, 24 h; hits give low values; actives 0.25% (n = 86,000); AID 1259249; growth activity, negative = inhibition, % at 16 µg/mL (by protocol);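 active means mean growth activity at or below -80% and every replicate also at or below -80%; inconclusive means mean at or below -80% but some replicate above -80%; inactive means mean growth activity above -80%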;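 further: 0% = DMSO wells and -100% = levofloxacin 16 µg/mL wells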
# Tcruzi prolif – blocks T. cruzi growth in NIH3T3 culture. T. cruzi beta-gal in NIH3T3, GalScreen luminescence, 90 h. inhibition, % at 8.34 µM. actives 5.9% (n = 77,000);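 active means mean inhibition above about 93%, with at least 55% of replicates each passing it, limit read from the data, passing the limit was not always enough; inconclusive means only one of those two conditions holds; inactive means neither condition holds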
# Pf Dd2 growth – inhibitors of Plasmodium falciparum Dd2 growth; P. falciparum Dd2 growth, SYBR Green, 72 h; hits give low values; activity change, % at 10 µM; actives 2.3% (n = 94,000); AID 1159554; in the data active means activity change below about -80%; inconclusive means no clear call, values can overlap the other calls
# GASC1 inh – KDM4C (human) demethylase inhibition. inhibition, % at 12.5 µM. GST-KDM4C 2-372, H3K9me3 peptide, LANCE TR-FRET. AID 720574. actives 0.15% (n = 96,000);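 active means mean replicate inhibition above about 25%, with at least 55% of replicates also reaching it, limit read from the data, passing the limit was not always enough; inconclusive means only one of those two conditions met; inactive means neither condition met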
# Target sequence (Q9H3R0 2-372 limits assumed): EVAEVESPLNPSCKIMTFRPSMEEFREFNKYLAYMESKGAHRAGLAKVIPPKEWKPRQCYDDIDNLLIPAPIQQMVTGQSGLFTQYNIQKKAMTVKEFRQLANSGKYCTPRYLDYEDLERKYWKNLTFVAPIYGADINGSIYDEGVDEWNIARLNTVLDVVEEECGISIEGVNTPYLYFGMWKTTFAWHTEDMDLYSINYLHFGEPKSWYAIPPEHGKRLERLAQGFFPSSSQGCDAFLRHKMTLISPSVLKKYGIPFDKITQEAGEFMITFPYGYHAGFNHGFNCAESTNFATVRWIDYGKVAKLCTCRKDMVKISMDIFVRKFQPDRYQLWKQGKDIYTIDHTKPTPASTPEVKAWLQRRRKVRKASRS
#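 Assay system: GST-GASC-1 enzyme fragment 2-372 | Amount: 10 nM enzyme | Medium: HEPES buffer, pH 7.5, plus ascorbate | Reagent: H3K9me3 peptide substrate, Fe(II), 2-oxoglutarate | Doses: Single-point compound screen | Incubation: 30 min demethylation and 1 h detection at room temperature | Measured by: LANCE TR-FRET, excitation 340 nm, emissions 618 and 671 nm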
# An asterisk follows results filed as active; ? = inconclusive; · = no result given.
SMILES,C diff growth,Tcruzi prolif,Pf Dd2 growth,GASC1 inh
O=S(=O)(Cc1ccccc1)N1C[C@@H]2N[C@H](C1)C2c1ccc(-c2ccccc2)cc1 (some centres not stated),83.4,·,-21.4,-2.8
C[C@@H]1CN([C@H](C)CO)C(=O)c2cc(Br)cnc2O[C@H]1CN(C)CC1CCOCC1,-3.8,-180.2,35.2,0.1
COc1ccc(CNC(=O)C[C@H]2C[C@@H]3c4cc(NC(=O)CN(C)C)ccc4O[C@@H]3[C@H](CO)O2)cc1,-0.4,-40.5,20.4,-0.2
C[C@@H]1CCCCO[C@H](CN(C)S(=O)(=O)c2ccccc2)[C@@H](C)CN([C@H](C)CO)C(=O)c2cc(NC(=O)c3ccccc3)ccc2O1,·,23.6,-20.7,-0.4
C[C@H](CO)N1C[C@H](C)[C@H](CN(C)Cc2ccc(C(=O)O)cc2)Oc2c(NC(=O)Nc3cccc4ccccc34)cccc2C1=O,-7.9,60.7,-3.5,0.9
COc1ccc(NC(=O)N(C)C[C@@H]2Oc3ccc(N(C)C)cc3C(=O)N([C@H](C)CO)C[C@@H]2C)cc1,1.5,41.6,8.8,10.3
O=C(c1ccc(F)cc1)N1CC(=O)N2[C@H](C1)[C@@H](c1ccc(C#CC3CC3)cc1)[C@@H]2CO,7.4,·,-8.1,-1.3
C[C@H](CO)N1C[C@H](C)[C@H](CN(C)S(=O)(=O)c2cn(C)cn2)Oc2ccc(NC(=O)Nc3ccccc3)cc2C1=O,-2.0,17.0,5.5,0.3
CCCNC(=O)N1CC2(CN(C(=O)c3cnccn3)C2)c2c([nH]c3cc(OC)ccc23)[C@@H]1CO,-12.0,·,-25.8,0.2
COc1ccc(NC(=O)N(C)C[C@@H]2OCCCC[C@@H](C)Oc3ccc(NC(=O)Nc4ccc(F)cc4)cc3C(=O)N([C@@H](C)CO)C[C@@H]2C)cc1,-6.6,10.3,-61.2,0.2
COc1cccc(C#Cc2ccc3c(c2)O[C@@H](CN(C)C(=O)c2ccccn2)[C@@H](C)CN([C@@H](C)CO)S3(=O)=O)c1,30.1,?,-74.4,0.9
C[C@H](CO)N1C[C@H](C)[C@@H](CN(C)CC2CCCCC2)OCCCC[C@H](C)Oc2ccc(NC(=O)c3ccncc3)cc2C1=O,·,83.8,22.9,0.1

# Part of the list above in order of count of non-hydrogen atoms, rising.
SMILES,C diff growth,Tcruzi prolif,Pf Dd2 growth,GASC1 inh
O=C(c1ccc(F)cc1)N1CC(=O)N2[C@H](C1)[C@@H](c1ccc(C#CC3CC3)cc1)[C@@H]2CO,7.4,·,-8.1,-1.3
COc1ccc(CNC(=O)C[C@H]2C[C@@H]3c4cc(NC(=O)CN(C)C)ccc4O[C@@H]3[C@H](CO)O2)cc1,-0.4,-40.5,20.4,-0.2
C[C@@H]1CCCCO[C@H](CN(C)S(=O)(=O)c2ccccc2)[C@@H](C)CN([C@H](C)CO)C(=O)c2cc(NC(=O)c3ccccc3)ccc2O1,·,23.6,-20.7,-0.4

# Continued:
SMILES,C diff growth,Tcruzi prolif,Pf Dd2 growth,GASC1 inh
COc1ccccc1CNC(=O)C[C@@H]1C=C[C@H](NC(=O)CC2CC2)[C@@H](CO)O1,4.3,-5.9,17.5,1.5
COCC(=O)N(C)C[C@@H]1Oc2cc(Br)ccc2S(=O)(=O)N([C@H](C)CO)C[C@@H]1C,3.9,-24.5,28.2,1.5
O=C(c1ccccc1F)N1CC(=O)N2[C@H](CO)[C@@H](c3ccc(C#Cc4ccc(F)cc4)cc3)[C@@H]2C1,-5.1,·,-51.4,-1.3
O=C(C[C@@H]1C=C[C@H](NC(=O)c2ccncc2)[C@H](CO)O1)NCC1CCCCC1,2.2,·,·,-3.6
C[C@H](CO)N1C[C@H](C)[C@H](CN(C)Cc2ccc3c(c2)OCO3)Oc2ccc(NC(=O)c3ccncc3)cc2C1=O,0.0,-2.6,8.3,0.7
COc1ccc(NC(=O)N(C)C[C@@H]2Oc3c(NS(=O)(=O)c4ccc(F)cc4)cccc3C(=O)N([C@H](C)CO)C[C@H]2C)cc1,34.0,26.4,34.8,3.6
CCCN(C)C[C@H]1Oc2cc(-c3ccc(C)cc3)ccc2S(=O)(=O)N([C@@H](C)CO)C[C@H]1C,5.3,49.7,-34.3,-2.3
CC(C)NC(=O)Nc1ccc2c(c1)CC(=O)N([C@@H](C)CO)C[C@H](C)[C@@H](CN(C)S(=O)(=O)c1ccccc1)O2,4.7,18.8,-22.3,1.2
C[C@@H]1CN([C@H](C)CO)S(=O)(=O)c2ccc(-c3cccnc3)cc2O[C@@H]1CN(C)C,-1.4,86.2,1.9,1.5
CCC(=O)N1CC2(C1)[C@@H](c1ccccc1)[C@@H](CO)N2S(=O)(=O)Cc1ccccc1,-1.3,·,-6.2,3.2
C[C@@H]1CCCCO[C@@H](CN(C)C(=O)Nc2ccccc2)[C@@H](C)CN([C@@H](C)CO)C(=O)c2cc(N(C)C)ccc2O1,2.9,29.4,-23.5,1.0
COc1ccc(S(=O)(=O)Nc2ccc3c(c2)C(=O)N([C@H](C)CO)C[C@H](C)[C@@H](CN(C)CC2CC2)O3)cc1,-2.4,·,-9.8,1.0
C[C@@H]1CCCCO[C@@H](CN(C)C(=O)c2ccncc2)[C@H](C)CN([C@H](C)CO)C(=O)c2cc(NS(=O)(=O)c3cccs3)ccc2O1,·,·,-4.4,0.2
C[C@H]1CN([C@@H](C)CO)C(=O)c2cccc(NS(=O)(=O)c3ccccc3)c2O[C@@H]1CN(C)S(=O)(=O)c1cccs1,-5.1,20.2,29.3,0.6
CO[C@H]1CN(C)C(=O)c2ccc(NC(=O)c3ccccc3)cc2OC[C@@H](C)N(C(C)=O)C[C@H]1C,-3.6,1.3,-10.1,17.5
COCCNC(=O)c1cc2c(c(-c3cccc(-c4cccc(OC)c4)c3)n1)[C@@H](CCO)N(S(=O)C(C)(C)C)C2 (some centres not stated),·,48.7,-4.6,-1.2
C[C@@H]1CN([C@@H](C)CO)S(=O)(=O)c2ccc(C#CCN(C)C)cc2O[C@H]1CN(C)S(=O)(=O)c1cccc(F)c1,4.7,·,-77.6,7.7
C[C@@H]1CN([C@@H](C)CO)C(=O)Cc2cc(NC(=O)Nc3ccc4c(c3)OCO4)ccc2O[C@H]1CN(C)CC1CC1,1.1,-21.5,-50.9,-0.1
CCC(=O)N1[C@H](CO)[C@H](c2ccc(-c3cccnc3)cc2)[C@H]1CN(CC)C(C)=O,-1.3,77.6,-6.1,1.9
C[C@@H]1CN([C@@H](C)CO)C(=O)c2cccc(NC(=O)C3CCOCC3)c2O[C@H]1CN(C)S(C)(=O)=O,-2.1,-28.0,-21.0,0.8
O=C(C[C@@H]1C=C[C@@H](NC(=O)NC2CCCCC2)[C@@H](CO)O1)NCc1ccc(F)cc1,4.6,·,3.5,-1.9
C[C@H]1CN([C@@H](C)CO)C(=O)c2cc(/C=C/c3ccccc3)cnc2O[C@H]1CN(C)C(=O)CN1CCOCC1,·,·,71.7,-1.1
C[C@@H]1CCCCO[C@@H](CN(C)S(=O)(=O)c2cccs2)[C@H](C)CN([C@H](C)CO)C(=O)c2cc(NS(C)(=O)=O)ccc2O1,0.3,-50.0,4.0,1.4
CCC(=O)N(C)C[C@@H]1Oc2cc(C#CC3CCCC3)ccc2S(=O)(=O)N([C@H](C)CO)C[C@@H]1C,-15.0,62.9,-57.0,-0.3
C[C@H]1CN([C@@H](C)CO)C(=O)c2cccc(NC(=O)c3cnccn3)c2O[C@H]1CN(C)S(=O)(=O)c1ccc(F)cc1,-10.7,28.7,-10.4,-0.2
C[C@@H]1CN([C@@H](C)CO)C(=O)Cc2cc(NC(=O)CCC(F)(F)F)ccc2O[C@@H]1CN(C)C(=O)Nc1ccccc1,-11.9,17.3,-0.9,0.9
C[C@@H]1CN([C@@H](C)CO)C(=O)c2cc(-c3ccccc3)cnc2O[C@H]1CN(C)C(=O)c1cccnc1,-0.4,7.5,35.9,-2.5
C[C@@H]1CN([C@H](C)CO)C(=O)c2cccc(NS(=O)(=O)c3cn(C)cn3)c2O[C@H]1CN(C)Cc1ccc(Cl)c(Cl)c1,-1.4,47.4,3.8,-1.2
O=C(C[C@H]1CC[C@H]2[C@@H](COC[C@@H](O)CN2C(=O)c2ccccc2F)O1)N1CCOCC1,·,-16.7,4.8,-0.1
CC(C)NC(=O)Nc1ccc2c(c1)CC(=O)N([C@H](C)CO)C[C@H](C)[C@@H](CN(C)CC1CCCCC1)O2,-1.4,-32.1,-36.7,0.5
O=C(CC1CC1)N[C@H]1CC[C@H](CCNS(=O)(=O)c2ccc(Cl)cc2)O[C@@H]1CO,-8.2,21.3,3.2,-1.1
OC[C@@H]1[C@H](c2ccc(C#Cc3ccccc3)cc2)[C@@H]2CN(CC3CCOCC3)CCCCN12,14.6,104.4*,-11.5,-0.7
COc1ccc(S(=O)(=O)Nc2ccc3c(c2)CC(=O)N([C@H](C)CO)C[C@H](C)[C@@H](CN(C)C(=O)NC2CCCCC2)O3)cc1,-4.7,14.0,29.8,11.9
COc1ccc(S(=O)(=O)N(C)C[C@H]2Oc3c(NC(=O)Nc4ccc(F)cc4)cccc3C(=O)N([C@H](C)CO)C[C@@H]2C)cc1,-9.1,10.2,-9.4,-2.3
C[C@H]1CN([C@@H](C)CO)C(=O)c2cc(C3=CCCC3)cnc2O[C@H]1CN(C)Cc1cccc(F)c1,-0.1,91.7,9.4,-0.5
C[C@H](O)C#Cc1ccc2c(c1)O[C@@H](CN(C)C(=O)CC1CC1)[C@@H](C)CN([C@@H](C)CO)S2(=O)=O,-0.4,-10.8,·,·
C[C@H]1CN([C@@H](C)CO)C(=O)CCCn2cc(nn2)CO[C@H]1CN(C)S(=O)(=O)c1ccccc1,1.5,-18.3,5.4,-1.5
COc1ccccc1C(=O)Nc1ccc2c(c1)C(=O)N(C)[C@H]1CC[C@H](CC(=O)NCCc3ccncc3)O[C@H]1CO2,-5.7,-30.2,·,-0.3
Cc1ccc(S(=O)(=O)N(C)C[C@H]2Oc3ccc(NS(C)(=O)=O)cc3C(=O)N([C@@H](C)CO)C[C@@H]2C)cc1,2.1,26.0,2.7,2.4
COc1cccc(S(=O)(=O)Nc2ccc3c(c2)C(=O)N(C)[C@H]2CC[C@H](CC(=O)NCC4CCCCC4)O[C@@H]2CO3)c1,-9.0,1.8,-9.5,-1.4
Cc1noc(C)c1NC(=O)N(C)C[C@H]1Oc2ccc(NC(=O)Nc3cccc4ccccc34)cc2C(=O)N([C@H](C)CO)C[C@@H]1C,-0.7,-5.3,19.6,5.4
C[C@@H]1CN([C@H](C)CO)C(=O)c2cc(NC(=O)C3CCCCC3)ccc2O[C@@H]1CN(C)C(=O)Nc1ccc(C(F)(F)F)cc1,-7.0,-26.6,-21.5,-3.7
COc1ccc2c3c([nH]c2c1)[C@H](CO)N(CC1CC1)CC31CCN(Cc2ccccc2F)CC1,15.5,·,-84.8*,-1.5
CC(C)OC(=O)N(C)C[C@@H]1OCc2ccccc2-c2c(n(C)c3ccccc23)C(=O)N([C@@H](C)CO)C[C@H]1C,-9.5,·,-29.3,·
C[C@@H]1CN([C@@H](C)CO)C(=O)c2cc(NC(=O)Nc3ccc(F)cc3)ccc2O[C@H]1CN(C)Cc1ccc(Oc2ccccc2)cc1,19.4,94.5,1.4,-1.1
O=C(NCC[C@@H]1CC[C@@H](NC(=O)c2cnccn2)[C@H](CO)O1)Nc1ccc(Cl)cc1,-3.8,-16.8,2.8,0.5
COC(=O)C[C@H]1CC[C@@H]2[C@@H](COc3ccc(NC(=O)Nc4cccc(Cl)c4)cc3C(=O)N2C)O1,-8.5,25.8,2.5,1.7
CC(=O)N1C[C@@H]2[C@H](c3ccccc31)[C@H](CO)N2C(=O)Nc1ccc(F)cc1,0.9,-6.9,-53.0,-0.3
CCC(=O)N(C)C[C@H]1Oc2cc(-c3ccccc3)ccc2S(=O)(=O)N([C@@H](C)CO)C[C@H]1C,-1.6,71.2,-6.8,2.6
C[C@H](CO)N1C[C@H](C)[C@H](CN(C)C(=O)Cc2ccccc2)OCCCC[C@H](C)Oc2ccc(N(C)C)cc2C1=O,-0.2,104.2*,-39.0,2.4
Cc1cccc(S(=O)(=O)N2C[C@H]3[C@@H](c4ccccc42)[C@H](CO)N3Cc2ccccn2)c1,-33.5,89.1,-7.5,15.2
C[C@H]1CN([C@@H](C)CO)C(=O)c2cc(NC(=O)Cn3cnnn3)ccc2O[C@H]1CN(C)Cc1ccc(-c2ccccc2)cc1,-11.3,15.8,-16.6,2.3
C[C@@H]1CCCCO[C@@H](CN(C)Cc2ccc3c(c2)OCO3)[C@H](C)CN([C@H](C)CO)C(=O)c2cc(NS(=O)(=O)c3ccccc3)ccc2O1,·,·,-56.7,0.1
C[C@@H]1CN([C@H](C)CO)C(=O)c2cc(NC(=O)Nc3ccc(C(F)(F)F)cc3)ccc2O[C@@H]1CN(C)Cc1ccc(C(F)(F)F)cc1,17.1,-18.2,31.2,-0.1

# Screens: PubChem, Broad Institute
